Luc counter = Counterscreen for Luciferase (Kinase-Glo TM) Inhibition; Kinase-Glo luciferase, ATP luminescence, 8 min; 200,000 tested, 0.28% active; Potency, µM (top dose mostly 38.3 µM), without a hit: at the highest dose activity change, negative = inhibition, hits mostly inhibitors; Luciferin 4-monooxygenase (Photuris pensylvanica), Q27757; note: potency is the fitted concentration of half-maximal effect; % is set by controls: 0 for no effect and ±100 for the full control effect; nearly all actives have a fitted effect of over 60% in size
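Inhibition of Kinase-Glo luciferase light generation was assessed at 10 uM ATP in pH 7.2 imidazole buffer, with luminescence measured after eight minutes at ambient temperature.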
CBFb-RUNX1 inh = qHTS Assay for Compounds Blocking the Interaction Between CBF-beta and RUNX1 for the Treatment of Acute Myeloid Leukemia; AlphaScreen CBFb-His/RUNX1-biotin binding, biochemical; 230,000 tested, under 10 active; Potency, µM (highest dose often 59.8 µM), without a hit: at the highest dose activity, negative = inhibition, most hits filed as inhibitors; AID 1477, 2009; note: % of control where 0% means no effect
Target sequence (Q01196 whole entry, looked up): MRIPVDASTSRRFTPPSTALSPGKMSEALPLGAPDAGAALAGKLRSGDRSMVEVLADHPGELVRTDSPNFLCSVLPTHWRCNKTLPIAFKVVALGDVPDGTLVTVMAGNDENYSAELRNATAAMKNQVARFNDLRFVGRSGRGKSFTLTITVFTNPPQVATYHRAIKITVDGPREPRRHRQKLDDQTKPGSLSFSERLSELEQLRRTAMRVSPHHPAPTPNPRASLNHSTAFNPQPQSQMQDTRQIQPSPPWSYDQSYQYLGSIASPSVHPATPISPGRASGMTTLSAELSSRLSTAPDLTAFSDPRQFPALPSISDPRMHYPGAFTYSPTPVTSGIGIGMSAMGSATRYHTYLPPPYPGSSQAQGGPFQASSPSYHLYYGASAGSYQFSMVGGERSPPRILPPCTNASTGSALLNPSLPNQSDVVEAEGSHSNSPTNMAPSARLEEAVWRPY
Target sequence (Q13951 whole entry, looked up): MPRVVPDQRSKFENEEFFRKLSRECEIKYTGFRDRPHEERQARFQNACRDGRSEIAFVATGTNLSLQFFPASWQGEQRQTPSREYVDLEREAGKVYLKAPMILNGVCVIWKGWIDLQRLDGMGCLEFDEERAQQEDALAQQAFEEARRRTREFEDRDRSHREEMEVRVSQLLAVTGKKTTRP
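Proteins preincubated together for 20 min at RT before compound addition; 15 min later, nickel and streptavidin beads were added and left 90 min prior to AlphaScreen measurement.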
Epigenetic derep = Quantitative High-Throughput Screen for Regulators of Epigenetic Control | murine LDR cells, GFP reporter derepression, 30 h | Potency, µM (highest dose often 53.9 µM), without a hit: at the highest dose GFP activation, usual class: activators | 280,000 tested, 0.2% active | AID 1865, 2009; note: potency is the fitted concentration of half-maximal effect; % of control where 0% means no effect; nearly all actives have a fitted effect of over 60% in size
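Reporter derepression read as number of fluorescent GFP-positive objects, 20-120 um in size, counted by laser-scanning cytometer. Mouse LDR line with an epigenetically silenced CMV-GFP locus; compound incubation 30 h, 37 C.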
HttQ103 aggreg = qHTS Multiplex Assay to Identify Dual Action Probes in a Cell Model of Huntington: Aggregate Formation (GFP); PC12 HttQ103-GFP aggregates, Acumen cytometry, 40 h; Potency, µM (doses to about 46.1 µM), without a hit: at the top dose activity change, negative = inhibition, usual class: inhibitors; 220,000 tested, 1.1% active; note: potency is the fitted concentration of half-maximal effect; % is set by controls: 0 for no effect and ±100 for the full control effect; nearly all actives have a fitted effect of over 60% in size
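Ecdysone-promoter PC12 model expressing HTT exon 1 Q103 fused to GFP, induced by tebufenozide at 100 nM final. Compounds titrated; aggregates sized 1–25 µm scored on a 488 nm laser cytometer.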
IMPase Li inh = qHTS Assay for Identifying the Cell-Membrane Permeable IMPase Inhibitors: Potentiation with Lithium; CHO-M1 cells, IP1 TR-FRET (IP-One), carbachol + lithium; Potency, µM (highest dose often 59.4 µM), for the others: at the highest dose activity, negative = IMPase inhibition, usual class: inhibitors; 210,000 tested, 0.35% active; AID 1457, 2008;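 note: IP1 builds up when IMPase is blocked and the TR-FRET signal falls; potency is the fitted concentration of half-maximal effect; plate controls were basal vehicle for no effect and high inhibitor control for full effect; nearly all actives have a fitted effect of over 50% in size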
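CHO-M1, 2000 cells/well, 16–30 h culture; cpd + low Li+, 30 min 37C; lysis with d2-IP1/Eu-anti-IP1 Ab, 10 min RT; TR-FRET 665/620 ratio and 620 channel; AC50 via Hill.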
L3MBTL1 block = qHTS Assay for the Inhibitors of L3MBTL1. Potency, µM (highest dose often 57.1 µM), for inactives: top-dose activity, negative = inhibition, hits mostly inhibitors. AlphaScreen L3MBTL1–H3K9me1 peptide binding. 230,000 tested, 0.66% active. AID 485360, 2010; note: potency is the fitted concentration of half-maximal effect; % is set by controls: 0 for no effect and ±100 for the full control effect; nearly all actives have a fitted effect of over 60% in size
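AlphaScreen proximity signal between nickel-chelate acceptor and streptavidin donor beads (final 10 ug/mL) reports binding of 50 nM L3MBTL1 to 75 nM biotin-H3 K9me1 peptide; complex incubated with compounds 30 min at room temperature; cefsulodin titration as control.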
NPSR antagonist = qHTS Assay for Antagonists of the Neuropeptide S Receptor: cAMP Signal Transduction. CHO-NPSR cells, cAMP TR-FRET, antagonist mode. Potency, µM (top dose mostly 38.3 µM), for the others: at the top dose activity change, negative = inhibition, hits mostly inhibitors. 220,000 tested, 1% active; note: potency is the fitted concentration of half-maximal effect; % is set by controls: 0 for no effect and ±100 for the full control effect; nearly all actives have a fitted effect of over 50% in size; many of its hits are not listed in these tables
Target sequence (Q6W5P4 whole entry, looked up): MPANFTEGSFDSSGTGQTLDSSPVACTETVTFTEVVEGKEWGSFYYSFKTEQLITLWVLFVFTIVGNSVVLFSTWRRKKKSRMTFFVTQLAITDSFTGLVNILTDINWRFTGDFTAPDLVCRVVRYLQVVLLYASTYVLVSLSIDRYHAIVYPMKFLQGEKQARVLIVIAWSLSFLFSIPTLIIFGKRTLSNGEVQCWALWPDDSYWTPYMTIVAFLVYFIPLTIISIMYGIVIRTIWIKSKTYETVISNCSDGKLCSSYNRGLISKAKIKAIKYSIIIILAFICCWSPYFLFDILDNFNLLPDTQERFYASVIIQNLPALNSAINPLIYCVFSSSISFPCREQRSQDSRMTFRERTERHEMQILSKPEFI
* hit, by the source's call; ? = inconclusive; nt = no result given; & = joins results of further samples; [ ] = another dose, or the depositor's remark. Calls come from the whole dose curve; as a rule, active = well fitted curve in the direction sought with a large enough effect; inconclusive = small, poorly fitted or top-dose-only effect, or another doubt; inactive = no such curve, though single readings can be large; an effect the other way counts as inactive or inconclusive.

Every second line gives: NPSR antagonist, IMPase Li inh, Epigenetic derep, CBFb-RUNX1 inh, Luc counter, L3MBTL1 block, HttQ103 aggreg
#1 Cc1sc2nc(C(C)Sc3n[nH]c(N)n3)[nH]c(=O)c2c1C (stereo unspecified)
 : 10.3%, 2.0%, 8.0%, 13.0%, -4.1%, -12.5%, 1.4%
#2 Cc1nn(-c2ccccc2)c(/N=C/c2ccc(O)cc2)c1-c1ccccc1
 : ?, 19.9%, 0.0%, -6.8%, 1.7%, -10.2%, -9.5%
#3 COc1ccc(CN2CCN(c3ccccn3)CC2)c(OC)c1C
 : 0.3%, nt, -0.3%, -8.7%, nt, -2.5%, 1.6%[9.22 µM]
#4 COc1ccccc1/C=N/NC(=O)c1csc(C)c1C
 : -9.9%, -0.9%, 0.3%, 1.3%, -9.3%, 7.7%, -17.7%
#5 COCCn1c(=O)[nH]c2cc(C(=O)NCCN3CCN(c4cccc(Cl)c4)CC3)ccc2c1=O
 : 2.5%, 13.8%, -1.0%, 1.4%, 5.4%, -18.9%, ?
#6 CC(=O)O[C@H]1C(=O)[C@@]2(C)[C@H]([C@H](OC(=O)c3ccccc3)[C@]3(O)C[C@H](OC(=O)[C@H](O)C(NC(=O)c4ccccc4)c4ccccc4)C(C)=C1C3(C)C)[C@]1(OC(C)=O)CO[C@@H]1C[C@@H]2O (stereo partly specified)
 : -36.5%, nt, -2.6%, 3.5%, nt, nt, -22.1%[9.22 µM]
#7 O=C(CCC(=O)OCC(=O)c1ccc(Br)cc1)NC1CCCCC1
 : 5.1%[46.1 µM], 21.8%[38.3 µM], -1.8%, 3.1%, -1.1%, nt, -22.8%
#8 Cc1ccc(/C=C2/C(=O)N=C(N)N2C)s1
 : -11.8%, 14.9%, -1.3%, 10.7%, -2.7%, -5.4%, 1.7%
#9 CCOC(=O)Cc1csc(NC(=O)CSc2ncnc3c2cnn3-c2ccc(OC)cc2)n1
 : 9.3%[46.1 µM], 11.9%[38.3 µM], 0.4%, -20.0%, 0.2%, 2.2%, -6.4%
#10 Cc1ccc2nc(CSc3nnc(Nc4ccccc4F)s3)cc(=O)n2c1
 : 14.4%, 5.4%, 15.8%, -3.1%, -2.8%, -9.2%, -29.8%
#11 Cc1cccn2c(CN3CCNC(=O)CC3)c(C(=O)N(C)CCc3ccccc3)nc12
 : -5.5%, 2.3%, -0.1%, 4.9%, nt, 4.6%, -23.2%[9.22 µM]
#12 Cc1ccc(N2CC(C(=O)OCC(=O)C(C)(C)C)CC2=O)cc1C (stereo unspecified)
 : -5.6%[7.67 µM], 5.4%[38.3 µM], 0.5%, 9.4%, 0.5%, 11.3%, 4.3%
#13 COc1cc(OC)c(C2=NOC(C(=O)N3CCN(C(=O)c4ccco4)CC3)C2)cc1Cl (stereo unspecified)
 : -5.1%, 4.2%, -5.8%, 0.9%, 0.7%, -4.4%, ?
#14 Cc1ccc2nc(NC(=O)COC(=O)c3ccncc3)sc2c1
 : 11.9%, -6.9%, 1.1%, -0.2%, 8.7%, nt, -19.8%
#15 CC(=O)c1cnc2sccn2c1=O
 : -3.2%, -3.5%, 2.9%, 4.8%, -1.7%, -10.4%, -0.3%
#16 Cc1ccc(COn2c(-c3ccc(Cl)cc3Cl)nc3ncccc32)cc1
 : ?, 17.2%[38.3 µM], 0.0%, -6.3%, -0.2%, nt, -11.5%
#17 CCOC(=O)c1c(NC(=O)CSc2nnnn2C)sc(C)c1-c1ccc(C)cc1
 : ?, -1.1%[38.3 µM], 2.0%, -7.6%, 0.7%, -1.6%, -2.4%[9.22 µM]
#18 CC1(C)CC(=O)C(C=Nc2ccc(C(=O)c3ccccc3)cc2N=CC2=C(O)CC(C)(C)CC2=O)=C(O)C1
 : 1.5%, 19.9%, ?, -24.7%, 0.5%, ?, ?
#19 O=C(CCC(=O)Nc1ccccc1)NCCO
 : -0.9%, 10.2%, 0.0%, 0.0%, 0.1%, 1.8%, 12.9%
#20 CC(C)N(Cc1ccccc1)C(=O)CCc1ccccc1
 : 22.2%, 1.0%, 1.1%, -0.9%, 2.0%, 4.6%, -7.8%
#21 Cc1ccc(NS(=O)(=O)c2cccc([N+](=O)[O-])c2)nc1
 : -8.4%, -3.9%, 1.3%, -14.7%, -2.0%, -3.7%, 0.0%
#22 O=C(Cn1cc[n+](Cc2ccccc2)c1)c1ccc([N+](=O)[O-])cc1
 : 0.8%, 24.5%, 10.1%, 3.9%, 1.1%, 7.0%, -8.0%
#23 O=C(/C=C/c1cccc([N+](=O)[O-])c1)Nc1ccccc1N1CCOCC1
 : -8.9%, -1.2%, 4.2%, -7.0%, -1.2%, -8.1%, -0.4%
#24 Cc1nc(Cl)sc1C(=O)Nc1ccccc1
 : 17.9%, -3.8%, -6.4%, -0.2%, -1.7%, 23.2%, -2.7%
#25 O=C(CN1CCCC1)Nc1cc(C(F)(F)F)cc(C(F)(F)F)c1
 : 8.3%, nt, 1.1%, 16.5%, nt, 2.2%, -8.2%[9.22 µM]
#26 C=CC(=C)CC(NC)c1ccccc1 (stereo unspecified)
 : -11.6%[46.1 µM], -3.3%[38.3 µM], 1.4%, 26.6%, -4.1%, 19.2%, 19.9%
#27 COc1ccc(CCC(=O)Nc2ccc(C)c([N+](=O)[O-])c2)cc1
 : -3.5%, 2.2%, 0.0%, -0.6%, -3.1%, -20.5%, 6.9%
#28 COc1cc(C(=O)Oc2ccc3c(c2)OCC3=O)cc(OC)c1OC
 : -0.9%[46.1 µM], -26.4%[38.3 µM], -1.7%, -1.3%, -6.4%, -2.3%, -2.6%
#29 O=C(Nc1ccc(F)cc1F)N1CCC(c2nc3ccccc3o2)CC1
 : 3.6%, -3.2%, -2.1%, 5.3%, -4.3%, nt, 0.1%
#30 COC(=O)c1sccc1-n1cccc1C(=O)C(=O)N1CC(C)OC(C)C1 (stereo unspecified)
 : -4.9%[46.1 µM], 17.0%[38.3 µM], -4.5%, -0.9%, -0.6%, nt, 9.6%

Reformatted: entries from further up.
22) O=C(Cn1cc[n+](Cc2ccccc2)c1)c1ccc([N+](=O)[O-])cc1
19) O=C(CCC(=O)Nc1ccccc1)NCCO
3) COc1ccc(CN2CCN(c3ccccn3)CC2)c(OC)c1C
entry no. | 22 | 19 | 3
NPSR antagonist | 0.8% | -0.9% | 0.3%
IMPase Li inh | 24.5% | 10.2% | nt
Epigenetic derep | 10.1% | 0.0% | -0.3%
CBFb-RUNX1 inh | 3.9% | 0.0% | -8.7%
Luc counter | 1.1% | 0.1% | nt
L3MBTL1 block | 7.0% | 1.8% | -2.5%
HttQ103 aggreg | -8.0% | 12.9% | 1.6%[9.22 µM]

More results follow.
Every second line gives: NPSR antagonist, IMPase Li inh, Epigenetic derep, CBFb-RUNX1 inh, Luc counter, L3MBTL1 block, HttQ103 aggreg
#31 COc1cc(CNCCCN2CCOCC2)ccc1OCC(=O)Nc1cccc(C(F)(F)F)c1
 : 1.3%[46.1 µM], -9.9%[38.3 µM], -1.8%, 4.7%, -1.3%, 0.9%, -4.2%
#32 CC(C)C(c1nnnn1C1CCCC1)N1CCc2ccccc21 (stereo unspecified)
 : ?, 7.0%[38.3 µM], 0.0%, -3.2%, 0.2%, -4.0%, 1.9%
#33 COc1ccccc1-c1nccc(NCc2cccc(C)c2)n1
 : nt, 4.2%, -0.8%, nt, -0.8%, nt, nt
#34 Cc1cc(C)n(-c2ccc(Cl)c(C(=O)O)n2)n1
 : 0.0%[46.1 µM], 3.4%[38.3 µM], 0.0%, 1.2%, -6.0%, 10.6%, 3.5%
#35 CC(=O)c1c(C)[nH]c(C(=O)OCC(=O)N(C)C)c1C
 : 3.8%[46.1 µM], -6.2%[38.3 µM], 2.8%, -1.5%, -2.9%, 35.2%[activator], 5.0%
#36 O=[N+]([O-])c1cc(S(=O)(=O)N2CCCC2)ccc1O
 : 3.3%, 5.7%, -1.0%, -1.2%, 5.6%, -0.8%, 5.6%
#37 Cc1c(N=C/C=C/c2ccccc2)c(=O)n(-c2ccccc2)n1C
 : -6.3%[46.1 µM], 20.7%[38.3 µM], -0.5%, 1.9%, -2.3%, -1.6%, 8.0%
#38 CN1CCN(CC(=O)Nc2c(C#N)cnn2-c2ccccc2)CC1
 : -30.1%, nt, 1.1%, 6.4%, nt, 4.9%, -8.6%[9.22 µM]
#39 COC(=O)c1cc(NC(=O)c2cccc(Cl)c2)c(=O)oc1/C=C/Nc1cc(C)cc(C)c1
 : -2.2%, -2.1%, 3.55µM*, 16.5%, -3.0%, -33.5%, -9.7%
#40 NS(=O)(=O)c1ccc(CCNS(=O)(=O)c2ccc(Cl)nc2)cc1
 : -17.2%, nt, 1.4%, 3.2%, nt, -1.1%, 3.3%[9.22 µM]
#41 Cc1nc(SCC(=O)Nc2ccccc2C(F)(F)F)c(C#N)c(C)c1CC(=O)c1ccc(Br)cc1
 : 10µM*, 10µM*, 0.0%, 5.9%, -1.3%, nt, 2.7%
#42 CC(C)C[C@@H](CC(=O)N[C@H](CC(=O)N[C@@H]1CCNC[C@H]1C(=O)N[C@H](CC(=O)N[C@@H](CCC(=O)O)CC(=O)O)Cc1ccccc1)C(C)C)NC(=O)[C@@H]1CNCC[C@H]1N
 : nt, 18.0%, 1.1%, 11.4%, -4.5%, nt, nt
#43 C=C(C)CN(CC)C(=O)CCc1nnc(CCCc2ccccc2)o1
 : 5.6%, -4.7%, -1.2%, 10.5%, nt, 6.5%, -4.1%[9.22 µM]
#44 CCNc1nc(Oc2ccc(=O)n(-c3ccccc3)n2)nc(N(C)C)n1
 : -17.3%[46.1 µM], -12.6%[38.3 µM], -1.0%&-0.9%, -1.3%, -3.4%, 10.4%, 12.5%
#45 Cc1ccc(Cl)cc1N1CCN(S(C)(=O)=O)CC1
 : ?, 26.3%[38.3 µM], 1.0%, 5.2%, -4.8%, nt, -19.3%
#46 Fc1ccc(CSc2ccc3nnc(-c4cccs4)n3n2)cc1
 : -9.5%[46.1 µM], -21.7%, 1.3%, 2.3%, 0.5%, 0.9%, 2.8%
#47 CCc1ccccc1NC(=O)N1C2CCCC1CC(NC(C)=O)C2 (stereo unspecified)
 : -3.2%[46.1 µM], 3.8%[38.3 µM], -0.4%, 4.7%, -0.3%, 3.4%, 21.4%[9.22 µM]
#48 CCOc1cc(CNn2nnnc2N)ccc1OCC(=O)NC(C)(C)C
 : -7.3%[46.1 µM], 9.9%, 0.0%, 11.0%, 0.6%, 9.0%, -5.8%
#49 Cc1c(C(=O)OC2CCCCC2)[nH]c2c1C(=O)CC(C)(C)C2
 : ?, ?, -0.7%, 13.1%, -1.5%, nt, -4.7%

This is a subset; the hit share may differ from the screen's.
